CaV13 FRET inh: Primary screen for inhibitors of IQ motif and Ca2+-dependent inactivation inhibitor domain binding in CACNA1D, Förster resonance energy transfer in living cells, …; HEK cells, CFP/YFP FRET ICDI-IQ, plate reader, 10 min; percent FRET-ratio fall versus neutral wells; inhibition, % at 12.3 µM; 340,000 tested, 0.098% active; AID 743397;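 active = mean replicate inhibition of at least 30% and at least 1% of replicates passing that level; inconclusive = only one of the two criteria is met; inactive = neither criterion is met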;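 note: 0% = median of the neutral control wells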
HIF-2a inh: HIF-2a reporter inhibitors, primary screen, luminescence, 786-0 RCC cells; 360,000 tested, 0.72% active; 786-0 RCC cells HIF-2a reporter, luciferase luminescence, overnight; inhibition, % at 18.8 µM;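 active = inhibition of the luminescence signal of 40% or more relative to plate controls, in a single-dose primary screen at 18.75 µM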
CF NFkB block: inhibitors of PAF-induced NF-kB signaling, primary screen, cell-based, GFP fluorescence, uHTS; 360,000 tested, 0.86% active; KKLEB NF-kB-GFP reporter, GFP fluorescence overnight; inhibition, % at 5 µM;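 active = at least 50% inhibition at 5 µM, scaled per plate between neutral and stimulator controls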;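 note: PAF is a Pseudomonas aeruginosa culture filtrate used as stimulus; plate controls were PAF-stimulated DMSO wells for no effect and unstimulated DMSO wells for full effect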
Vif imaging: HIV Vif self-association inhibitors, primary screen, imaging, HEK293T, single point; HEK293T cells, Vif self-association by quenched fluorescence, 24 h; inhibition, % at 7.49 µM; 340,000 tested, 0.35% active; AID 602346, 2012; in the data active = inhibition above about 50%, passing the limit was not always enough; inconclusive = no clear call, values can overlap the other calls; inactive = below about 31%; note: some results filed as inactive read as strong as hits
TRPM1 prom inh: inhibitors of MITF-dependent TRPM1 promoter reporter, primary screen, cell-based, SK-MEL-5, single point, luciferase. SK-MEL-5 TRPM1 promoter luciferase, 24 h. inhibition, % at 12.5 µM. 330,000 tested, 0.83% active. AID 488899, 2010;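 active = mean inhibition across replicates of 60% or more, whatever share of single replicates reaches that level; inconclusive = some that reach 60%, reason not given; inactive = mean inhibition across replicates below 60%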; note: values of inactives mirror those of a sister screen read the other way
Shn3 inh set2: reduction of Shn3 3'UTR firefly luciferase signal, primary screen, Schnurri-3 inhibitor project, cell-based, Clone20 osteoblasts, set 2 | Clone20 osteoblast Shn3 3'UTR firefly luciferase, 24 h | inhibition, % at 12.5 µM | 360,000 tested, 0.52% active | AID 588674, 2011;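 active = mean inhibition of at least 75% with every replicate also reaching 75%; inconclusive = mean inhibition at least 75% but some replicate below; inactive = mean inhibition below 75%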;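 note: 0% = median of neutral control wells and 100% = pilot-screen positive control compound; some compounds past the cut are filed as inactive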
Peg3 promoter: Peg3 promoter-driven luciferase inhibitors, primary screen, cell-based, HeLa, luciferase luminescence. HeLa PEG-Prom luciferase reporter, overnight. inhibition, % at 20 µM. 360,000 tested, 1.7% active. AID 588405, 2011;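 active = inhibition of at least 50% at 20 µM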
KKLEB tox: cytotoxicity in KKLEB CF airway cells, primary screen, cytotoxicity control for CF NF-kB inhibitor project, cell-based, uHTS, fluorescence assay plates; activity change (cytotoxicity), % at 5 µM; KKLEB CF airway cells viability, ATPlite luminescence, overnight; active compounds read low; cells stimulated with P. aeruginosa culture filtrate; AID 602141, 2011; 360,000 tested, 0.36% active;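 active = corrected activity change at or below -50% at 5 µM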
NR2E3 ag-1: inhibitors of NR2E3-RetCOR corepressor binding, primary screen, NR2E3 agonist project, biochemical, TR-FRET, GST-NR2E3, biotin-RetCOR; Photoreceptor-specific nuclear receptor (Homo sapiens), Q9Y5X4; 1536-well; inhibition of corepressor binding, % at 4.78 µM; 320,000 tested, 0.12% active; AID 2300, 2010;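 active = percent inhibition above the cutoff of mean plus 3 SD of all tested compounds, set per screening campaign, cut at about 20% in these data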;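 note: 0% = DMSO wells and 100% = biotin wells as full block of FRET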
Target sequence (Q9Y5X4 whole entry, looked up): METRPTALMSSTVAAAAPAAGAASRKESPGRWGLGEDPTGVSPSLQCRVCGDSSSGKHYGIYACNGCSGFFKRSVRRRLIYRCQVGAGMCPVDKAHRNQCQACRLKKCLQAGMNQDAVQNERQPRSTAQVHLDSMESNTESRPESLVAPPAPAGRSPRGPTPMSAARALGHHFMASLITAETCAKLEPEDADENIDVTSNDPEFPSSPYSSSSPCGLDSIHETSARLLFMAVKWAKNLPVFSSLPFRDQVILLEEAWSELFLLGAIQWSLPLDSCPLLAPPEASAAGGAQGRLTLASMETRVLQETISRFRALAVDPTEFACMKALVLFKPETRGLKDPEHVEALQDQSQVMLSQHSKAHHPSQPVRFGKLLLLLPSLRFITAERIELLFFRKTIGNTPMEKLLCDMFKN
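Format: 1536-well format; test system: GST-NR2E3 and biotin-RetCOR proteins; read-out basis: percent inhibition of TR-FRET ratio; timing: 5 h incubation at 4 °C; detection: time-resolved FRET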
PDI turbidity: inhibitors of human PDI, primary screen, biochemical, turbidity, single point, plate reader; inhibition, % at 10 µM; Protein disulfide-isomerase (Homo sapiens), P07237; 350,000 tested, 0.052% active; PDI insulin aggregation turbidity, A650, 90 min; AID 588391, 2011;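 active = mean inhibition across replicates of 30% or more, whatever share of single replicates reach that level; inconclusive = mean inhibition below 30% while every single replicate reaches 30%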;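 note: absorbance from insulin aggregation driven by PDI reduction with DTT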
Target sequence (P07237 whole entry, looked up): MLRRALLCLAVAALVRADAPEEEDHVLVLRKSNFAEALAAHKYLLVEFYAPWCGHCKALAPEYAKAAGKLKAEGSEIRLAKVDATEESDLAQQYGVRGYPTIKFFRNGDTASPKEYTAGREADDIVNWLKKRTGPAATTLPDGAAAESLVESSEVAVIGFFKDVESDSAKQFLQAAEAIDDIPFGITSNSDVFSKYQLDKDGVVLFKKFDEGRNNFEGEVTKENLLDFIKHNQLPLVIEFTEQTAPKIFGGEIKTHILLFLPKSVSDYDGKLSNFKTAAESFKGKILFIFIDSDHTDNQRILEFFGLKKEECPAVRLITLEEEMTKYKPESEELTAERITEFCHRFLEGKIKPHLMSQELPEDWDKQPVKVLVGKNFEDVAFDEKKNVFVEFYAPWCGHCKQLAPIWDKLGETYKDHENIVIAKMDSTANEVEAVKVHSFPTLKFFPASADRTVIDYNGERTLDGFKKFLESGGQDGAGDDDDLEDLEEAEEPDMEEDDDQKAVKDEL
NR2E3 ag-2: NR2E3 agonists in two-hybrid cells, primary screen, cell-based, luminescence, CHO-S, Gal4-NCOR/VP16-NR2E3. Photoreceptor-specific nuclear receptor (Homo sapiens), Q9Y5X4. luciferase. inhibition of corepressor binding, % at 3.98 µM. 360,000 tested, 0.35% active. AID 602229, 2012;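 active = inhibition above the mean of all tested compounds plus 3 SD, cut at about 70% in these data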;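 note: 0% = DMSO with NR2E3 transfected cells and 100% = cells lacking NR2E3 construct; higher means lower luciferase signal from less NR2E3 corepressor binding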
The depositor's hits bear a star; ? = inconclusive; · = not tested or not shown; & = joins results of further samples.

SMILES	CaV13 FRET inh	HIF-2a inh	CF NFkB block	Vif imaging	TRPM1 prom inh	Shn3 inh set2	Peg3 promoter	KKLEB tox	NR2E3 ag-1	PDI turbidity	NR2E3 ag-2
NC(=O)C1CCN(C(=O)c2cnn(-c3ccccc3)c2NC(=O)c2cccc(F)c2)CC1	-2.8	4.5	-6.7	-2.7	-10.6	-3.2	2.9	-4.1	1.3	-8.5	-17.8
CCOc1ccccc1N1CCN(CC(=O)Nc2nccs2)CC1	-10.0	5.8	10.1	3.5	·	3.3	20.2	8.5	·	-7.9	-8.0
CCOC(=O)N1CCN(C(=O)/C(=C/c2ccc(OC)cc2)NC(=O)c2ccccc2)CC1	-4.1	3.5	-14.9	-1.3	-4.6	-19.4	8.3	2.4	-4.0	3.1	-2.7
C/C(=N\NC(=O)c1ccccc1[N+](=O)[O-])c1ccc(Br)s1	-3.3	5.0	3.7	3.2	6.0	8.3	30.0	5.3	-1.9	-4.7	-48.3
Nn1c(SC/C=C/c2ccccc2)nnc1-c1ccccn1	-3.4	-14.4	-19.5	8.2	-16.7	-13.3	-19.9	-0.2	1.9	-4.7	-13.0
COc1cccc(C=O)c1OC(=O)N1CCOCC1	-4.6	6.3	-13.2	1.6	7.8	5.0	7.8	5.4	-2.2	-1.1	15.8
O=C(Cc1ccccc1Cl)NC1(O)C(=O)c2ccccc2C1=O	-20.5	16.4	13.0	·	3.0	3.0	13.2	-2.3	-8.4	-80.2	-4.9
CCCn1c(/N=C/c2ccc3c(c2)OCO3)nc2ccccc21	-11.4	-16.6	-3.5	·	1.5	0.0	8.6	-12.5	3.7	-1.5	-14.0
O=c1c2ccccc2nc(CSc2nnnn2-c2ccccc2)n1-c1ccccc1	-5.4	9.9	27.5	1.0	-2.9	3.6	40.1	-37.8	2.0	-0.6	0.7
CCOc1ccc(C(=O)NCC(=O)NCC(c2cccs2)N2CCOCC2)cc1 (stereo unspecified)	-4.0	-4.9	2.5	2.4	-0.6	14.2	4.2	0.0	-0.3	1.6	16.9
CCOC(=O)CNC(=O)c1sc(NC(=O)c2cccc(F)c2)nc1C	·	-127.3	0.6	13.5	-18.2	-33.1	-81.8	6.1	0.5	-2.6	-39.9
CN(C)c1ccc(-c2cc(NC=O)c3ncc(-c4ccc(F)c(Cl)c4)n3c2)cc1	-11.5	-29.1	-5.9	11.4	·	-14.5	-15.8	-3.2	·	3.0	-15.3
O=C1OC(Nc2ccc(Br)cc2F)c2ccccc21 (stereo unspecified)	-4.0	19.1	-9.5	4.6	-4.9	-1.3	12.6	-10.3	-0.5	17.8	-3.0
CCCCn1c(N)c(N(CCC(C)C)C(=O)CC2OC(=O)c3ccccc32)c(=O)[nH]c1=O (stereo unspecified)	-2.9	9.3	7.2	-13.8	11.7	-3.2	-1.2	0.8	1.5	-4.2	-22.4
COc1cccc(N2CCN(S(=O)(=O)c3c(C)[nH]c(C)c3C(=O)N3CCCC3)CC2)c1	-5.3	3.4	-4.0	-2.1	4.5	-19.4	-6.0	1.7	-1.5	8.9	2.1
O=C(Nc1nncs1)c1ccc2c(c1)OCO2	0.0	-71.0	-14.9	9.2	-1.2	7.3	-60.9	8.2	1.5	-6.8	-28.3
O=C(Nc1ccc2ccccc2n1)C1CCCCC1	-2.6	-318.5	-7.1	37.9	·	-118.4	-314.0	-2.5	-2.8	0.9	-104.3
CC1=C(C(=O)OCc2ccccc2)C(c2cccnc2)c2c(n(C)c(=O)n(C)c2=O)N1 (stereo unspecified)	-10.1&-4.8	15.3&-20.5	11.3&-2.5	-8.2&-13.9	-4.0&-2.7	-9.9&-8.5	9.5&1.9	1.8&-8.7	2.6	-1.9&3.5	-20.1&-1.0
Cc1ccc2sc(N(CCCN(C)C)C(=O)c3ccc(S(=O)(=O)N4CCCCCC4)cc3)nc2c1C	-1.3	-3.5	6.7	-3.7	6.4	1.9	34.8	18.3	-4.0	4.6	2.3
CC12CC3(C)CC(C)(C1)CC(C(=O)NCc1ccccn1)(C2)C3	-3.7	6.4	6.9	24.3	-1.3	-2.5	13.6	8.8	-1.1	0.2	-17.8
N#CCCN(C(=O)CN1CCN(S(=O)(=O)c2ccc(Cl)s2)CC1)c1ccc(F)cc1	-5.0	1.9	-12.2	10.7	-14.8	9.4	5.3	18.5	·	-5.6	-20.8
COC(=O)COc1cc(Cl)c(C=O)cc1OC	-4.7	18.5	-21.1	·	3.9	-4.4	14.2	7.4	0.8	6.7	8.5
COc1cccc(CNC(=O)C2CCN(S(=O)(=O)c3ccc4c(c3)NC(=O)CO4)CC2)c1	-1.2	1.6	1.4	-1.6	-2.9	-24.6	-10.9	-0.6	0.9	-2.6	-25.5
Cc1cc(C)c(S(=O)(=O)Nc2cccc3nsnc23)c(C)c1	·	35.0	-1.0	7.7	-1.9	-0.6	21.5	21.1	-4.2	15.9	-37.2
CCOC(=O)c1cnc(SC)nc1Oc1cccc(NC(=O)c2ccc(Cl)cc2)c1	·	8.0	-14.2	-5.2	0.1	12.9	13.0	-1.4	3.6	5.6	3.5
COc1ccc(-c2nc(C(=O)NCC3CCCO3)cc3c2[nH]c2ccccc23)cc1 (stereo unspecified)	·	-5.3	-38.2	-18.3	·	13.5	31.9	-12.3	2.8	·	-10.3
O=C(N[C@@H]1C/C=C\C[C@@H](CC(=O)N(CCO)Cc2ccccc2)C(=O)N[C@H](Cc2ccccc2)COC1=O)OCC1c2ccccc2-c2ccccc21	-9.9	0.4	15.5	-4.4	-0.9	13.9	-11.0	-30.7	·	5.9	3.0
CCC(=O)Nc1ccc(C(=O)CSc2nc3ccc(C)cc3[nH]2)cc1	-4.3	-86.6	7.2	1.2	21.7	-1.6	-45.6	-6.6	3.0	5.6	-69.4
Cc1ccc(C(=O)CCNc2ccc(Br)cc2)o1	-4.5	-224.9	5.2	0.9	-26.8	-19.5	-222.2	2.1	-0.5	2.3	-50.4
CCn1c(=O)c(=O)n(CC)c2cc(S(=O)(=O)Nc3cccc(OC)c3)ccc21	-7.9	-11.9	-11.3	0.5	5.1	10.0	9.7	9.9	0.7	16.3	17.1
O=[N+]([O-])c1ccccc1CCc1ccccc1[N+](=O)[O-]	-10.3	-31.2	-13.4	-1.0	2.7	-10.8	-31.1	3.3	·	6.6	-1.4
Nc1ccn([C@@H]2O[C@H](C(=O)N3CCCN(Cc4cccs4)CC3)[C@@H](O)[C@H]2O)c(=O)n1	-3.4	12.7	-12.8	·	·	5.1	7.7	4.6	·	·	14.1
Cc1cc(C)n(-c2ccc(C(=O)Nc3ccccc3N3CCOCC3)cc2)n1	2.3	-6.6	10.9	-14.6	1.1	24.5	10.1	-26.8	-0.9	-1.7	-2.3
COc1ccccc1C(=O)Nc1ccc2c(c1)n(C)c(=O)n2C	3.7	-35.5	-18.7	26.3	3.1	-13.7	-26.0	0.8	1.3	-1.6	-7.3
CN1C2CCC1/C(=C\c1ccccc1)C(=O)/C2=C\c1ccccc1	-10.5	88.6*	-70.5	?	35.2	52.1	72.6*	8.6	1.2	-6.5	11.1
CC1CCN(CC(=O)Nc2sc3c(c2C#N)CCC3)CC1	·	-41.7	11.6	-12.3	-18.3	-5.6	-17.9	-10.6	2.1	-0.2	12.1
Cc1ccc(-c2cc3nc(C)cc(NCc4ccco4)n3n2)cc1	-4.4	-243.0	-6.9	-5.6	-44.8	-47.2	-142.9	8.2	1.0	-34.2	-94.1
COc1cc(C(=O)ON=C2C3CC4CC(C3)CC2C4)cc(OC)c1OC	-3.0	-6.0	4.4	-4.9	19.8	2.8	76.5*	4.2	1.5	1.6	-16.5
N#C/C(=C\c1cn[nH]c1-c1ccc(Cl)cc1)C(=O)NCc1ccccc1	·	23.4	14.9	-8.0	6.9	2.0	32.9	5.9	-0.4	-3.9	-4.0
CC(O)c1nc2ccccc2n1CCOc1ccccc1 (stereo unspecified)	-4.9	2.4	-2.3	-4.3	10.1	7.9	-4.1	-11.1	3.0	1.9	-18.7

Shown as a hit in HIF-2a inh (from the list above):
canonical_smiles,CaV13 FRET inh,HIF-2a inh,CF NFkB block,Vif imaging,TRPM1 prom inh,Shn3 inh set2,Peg3 promoter,NR2E3 ag-1,PDI turbidity,NR2E3 ag-2
CN1C2CCC1/C(=C\c1ccccc1)C(=O)/C2=C\c1ccccc1,-10.5,88.6*,-70.5,?,35.2,52.1,72.6*,1.2,-6.5,11.1

More compounds:
SMILES	CaV13 FRET inh	HIF-2a inh	CF NFkB block	Vif imaging	TRPM1 prom inh	Shn3 inh set2	Peg3 promoter	KKLEB tox	NR2E3 ag-1	PDI turbidity	NR2E3 ag-2
CSc1ccccc1OCc1cc(C(=O)N(C)CCc2c(C)n[nH]c2C)no1	-2.5	-8.0	6.4	8.3	2.1	-0.8	8.7	-2.2	5.3	14.1	-0.1
Cc1nn(C)c(C)c1NS(=O)(=O)c1c(C)n[nH]c1C	-9.4	12.8	0.0	26.1	0.6	-9.6	12.6	7.2	·	9.4	-12.5
CCCn1c(SCC(=O)NNC(=O)c2ccc(OC)cc2)nnc1C(C)C	-4.6	12.9	3.8	16.2	-9.8	-0.7	6.8	-16.2	2.9	11.9	-18.1
Cc1ccc(NC(=O)CNCC(c2ccccc2)N(C)C)cc1F (stereo unspecified)	-5.1	-6.3	-4.0	-6.2	-8.4	-5.7	-4.4	-1.9	0.9	2.2	-14.3
Cc1ccc(C(=O)NNC(=O)c2csc(N3CCOCC3)n2)o1	-4.5	0.0	-7.4	9.6	4.6	0.7	0.6	12.3	2.1	12.1	18.9
CC1(C(=O)NNC(=O)c2ccc(=O)oc2)CC1Br (stereo unspecified)	-1.6	11.6	-8.5	-0.1	·	5.4	15.6	8.4	-1.5	22.1	-44.1
O=C(OCCNc1nc(-c2ccccc2)nc2ccccc12)c1ccncc1	4.7	20.9	9.8	-3.6	-5.1	5.2	-5.5	-12.3	1.9	17.7	9.9
O=C(N/N=C/c1ccc(O)cc1)c1cc[n+](Cc2ccccc2)cc1	-3.3	12.6	-2.4	6.8	2.0	14.7	-8.4	3.0	-3.7	17.7	-9.8
